USP1 inh – inhibitors of human USP1/UAF1 deubiquitinase; O94782; recombinant USP1/UAF1, Ub-Rhodamine cleavage fluorescence; Potency, µM (top dose mostly 57.1 µM), inactives show at the highest dose activity change, negative = inhibition, most hits filed as inhibitors; 390,000 compounds, 0.23% hits; note: % is set by controls: 0 for no effect and ±100 for the full control effect; nearly all actives have a fitted effect of over 60% in size; inactives centre near -12
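Step one: compound is pinned into 1nM USP1/UAF1 in HEPES pH 7.8 buffer with TCEP. Step two: 15 min room-temperature incubation. Step three: Ub-Rho (150nM final) starts cleavage, tracked by fluorescence over six one-minute reads.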
TrxR1 substrate – substrates of rat thioredoxin reductase 1 | purified TrxR1 substrate turnover, NADPH consumption readout | Potency, µM (titrated, usually from 114 µM), for inactives: top-dose activity change, negative = substrate turnover | 390,000 compounds, 0.01% hits | AID 588456; note: % is set by controls: 0 for no effect and ±100 for the full control effect; nearly all actives have a fitted effect of over 50% in size
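Rat TrxR1, dispensed at 90 nM, was prereduced with 400 uM NADPH (final) for 5 min at ~22 deg C, then incubated with compound 15 min before 400 uM selenite. A first-read NADPH fluorescence drop versus no-compound background flagged substrates.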
12-LOX inh – inhibitors of human 12S-lipoxygenase ALOX12; 580,000 compounds, 1.1% hits; purified 12hLO, xylenol orange hydroperoxide absorbance; Potency, µM (doses to about 108 µM), inactives show at the top dose activity change, negative = inhibition, actives largely listed as inhibitors; note: % is set by controls: 0 for no effect and ±100 for the full control effect
Target sequence (P18054 whole entry, looked up): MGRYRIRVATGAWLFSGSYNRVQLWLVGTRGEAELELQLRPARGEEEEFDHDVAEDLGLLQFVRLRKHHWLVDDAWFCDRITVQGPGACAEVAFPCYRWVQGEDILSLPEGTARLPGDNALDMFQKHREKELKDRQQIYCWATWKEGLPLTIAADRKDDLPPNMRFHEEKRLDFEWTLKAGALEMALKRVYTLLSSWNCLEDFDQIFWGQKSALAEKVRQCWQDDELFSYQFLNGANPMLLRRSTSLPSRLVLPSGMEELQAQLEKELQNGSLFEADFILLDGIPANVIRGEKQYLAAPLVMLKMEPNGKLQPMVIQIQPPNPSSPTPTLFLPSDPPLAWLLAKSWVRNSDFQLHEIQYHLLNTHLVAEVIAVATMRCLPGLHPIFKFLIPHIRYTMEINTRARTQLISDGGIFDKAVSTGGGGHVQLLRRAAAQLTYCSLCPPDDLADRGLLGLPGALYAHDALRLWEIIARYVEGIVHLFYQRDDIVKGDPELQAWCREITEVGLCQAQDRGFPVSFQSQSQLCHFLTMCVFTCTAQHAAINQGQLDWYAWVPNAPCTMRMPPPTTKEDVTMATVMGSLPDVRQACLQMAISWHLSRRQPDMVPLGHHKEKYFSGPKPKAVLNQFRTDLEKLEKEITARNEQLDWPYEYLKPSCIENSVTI
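Purified human 12hLO (150 nM final) in 25 mM Hepes, 0.01% Triton X-100, pH 7.0 was preincubated 15 min at room temperature with compound. Then 40 uM arachidonic acid was added, 30 min. Hydroperoxide was read by Fe-XO absorbance ratio 573/405 nm.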
Vif-A3G inh – Vif-A3G binding inhibition. Q9HC16. 410,000 compounds, 0.076% hits. AID 602310. Potency, µM (titrated, usually from 46.1 µM), inactives show at the top dose activity, negative = active, actives largely listed as inhibitors. HeLa A3G-eYFP + Vif (tagged APOBEC3G with the HIV-1 protein that degrades it), YFP fluorescence, overnight;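 note: % is set by controls: 0 for no effect and ±100 for the full control effect; nearly all actives have a fitted effect of over 60% in size; hits raise eYFP signal because A3G escapes Vif-driven loss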
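Read-out is eYFP fluorescence (Ex 488/Em 500-530) from Vif-expressing HeLa A3G-eYFP cells; more signal means A3G escaped Vif-mediated degradation. Cells plated overnight, compound pinned in, incubated overnight at 37 deg C.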
RXFP1 ag – RXFP1 (human) receptor agonism; Q9HBX9; HEK293T-RXFP1 cAMP TR-FRET, 30 min; response scale: percent of porcine relaxin response, buffer zero; Potency, µM (highest dose often 57.5 µM), for inactives: top-dose activation, actives largely listed as activators; 370,000 compounds, 0.3% hits; AID 2676; note: % is set by controls: 0 for no effect and ±100 for the full control effect; nearly all actives have a fitted effect of over 60% in size; many of its hits are not listed in these tables
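HEK293T cells stably expressing RXFP1 were pretreated with the PDE4 inhibitor Ro 20174, exposed to compounds for 30 min at 37C, lysed, and cAMP was read by TR-FRET. Data normalized to buffer (basal) and 29 nM porcine relaxin (100%).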
mIDH1 inhibitor – inhibitors of human mutant IDH1 R132H. IDH1-R132H enzyme, NADPH consumption, diaphorase/resazurin fluorescence. O75874. Potency, µM (doses to about 76.6 µM), for the others: at the highest dose activity change, negative = inhibition, most hits filed as inhibitors. AID 602179. 390,000 compounds, 0.093% hits; note: % is set by controls: 0 for no effect and ±100 for the full control effect; nearly all actives have a fitted effect of over 65% in size
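IDH1-R132H (0.5 ug/mL) preincubated 30 min with compound, then NADPH (0.016 mM) and alpha-KG (2 mM) added; 80 min at RT, pH 7.5. Remaining NADPH coupled via diaphorase/resazurin to fluorescence (540/590 nm); concentration-response curves normalized to no-enzyme control.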
RGS4 inhibitor – inhibitors of human regulator of G protein signaling 4. Potency, µM (series often up to 114 µM), inactives show at the top dose activity change, negative = inhibition, usual class: inhibitors. Transcreener GDP fluorescence polarization, RGS4-accelerated GTP hydrolysis. 390,000 compounds, 0.039% hits. AID 504845; note: % is set by controls: 0 for no effect and ±100 for the full control effect; nearly all actives have a fitted effect of over 75% in size; some results filed as inactive show a strong effect at the top dose
Target sequence (P49798 whole entry, looked up): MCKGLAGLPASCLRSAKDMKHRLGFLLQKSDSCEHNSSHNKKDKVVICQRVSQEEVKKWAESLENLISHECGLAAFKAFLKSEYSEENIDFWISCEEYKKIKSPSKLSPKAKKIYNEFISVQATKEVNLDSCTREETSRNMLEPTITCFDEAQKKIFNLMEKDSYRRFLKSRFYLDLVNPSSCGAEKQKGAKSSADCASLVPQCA
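MLSMR compounds (23 nl, pin-transferred) preincubated 10 min at room temperature with a 500nM (2x) first reagent, then RGS4 at 900nM (2x) plus Transcreener GDP mix added; fluorescence polarization (620/688 nm) read before and after 90 min at 30 °C.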
Vif-A3F inh – blocks the Vif interaction with APOBEC3F; HeLa A3F-eYFP + Vif (tagged APOBEC3F with the HIV-1 protein that degrades it), YFP fluorescence increase; Potency, µM (titrated, usually from 46.1 µM), inactives show top-dose activity, negative = active; 390,000 compounds, 0.2% hits; note: % of control where 0% means no effect; nearly all actives have a fitted effect of over 65% in size
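HeLa cells stably expressing Vif plus C-terminally eYFP-tagged A3F were seeded, incubated overnight at 37 deg C, dosed with compound, incubated overnight again at 37 deg C. Yellow fluorescence (Ex 488/Em 500-530) reported blocked Vif-mediated A3F-eYFP degradation.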
rTrxR1 inhibitor – rat TrxR1 inhibition; O89049; Potency, µM (top dose mostly 114 µM), for the others: at the top dose activity change, negative = inhibition, usual class: inhibitors; recombinant rTrxR1, NADPH fluorescence consumption, selenite substrate; 390,000 compounds, 1% hits; note: % is set by controls: 0 for no effect and ±100 for the full control effect; nearly all actives have a fitted effect of over 65% in size
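Rat TrxR1 (90 nM in the dispensed reagent) was pre-reduced with 400 uM NADPH for 5 min at room temperature, then incubated with compound for 15 min. After 400 uM selenite was added, NADPH fluorescence (Ex 340/Em 450 nm) was followed for 8 min.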
Numbers without * were called inactive; ? = inconclusive; . = no result given; [ ] = another dose, or the depositor's remark. Calls come from the whole dose curve; as a rule, active = well fitted curve in the direction sought with a large enough effect; inconclusive = small, poorly fitted or top-dose-only effect, or another doubt; inactive = no such curve, though single readings can be large; an effect the other way counts as inactive or inconclusive. Potency is the fitted concentration of half-maximal effect. Only part of the results is shown (hit frequency here may not be typical).

The line under a structure holds: RGS4 inhibitor | 12-LOX inh | USP1 inh | Vif-A3F inh | mIDH1 inhibitor | TrxR1 substrate | RXFP1 ag | rTrxR1 inhibitor | Vif-A3G inh
COc1ccc(S(=O)(=O)N2CCCCCC2)cc1C(=O)OCC(=O)NC1CCS(=O)(=O)C1 (stereo not given)
  12% | 2% | -20% | 1% | -16% | 5% | . | 18% | -3%
COc1ccc(S(=O)(=O)Nc2ccc(-c3ccc4nnc(C)n4n3)cc2)c(OC)c1
  -50% | 21% | -13% | 7% | 12% | 4% | 1.1% | 15% | -28%
Cn1c(-c2cccc3ccccc23)n[nH]c1=S
  3% | -16% | -11% | 13% | 7% | 1% | -0.4% | -4% | 1%
C[C@H](CO)N1C[C@H](C)[C@H](CN(C)S(=O)(=O)c2cccs2)OCc2cnnn2CCCC1=O
  . | -69% | -19% | 1% | 5% | . | . | . | -2%
Cc1nn(C)c(N)c1C(O)(c1nccn1C)C(F)(F)F (stereo not given)
  -12% | ? | -17% | 5% | 5% | -5% | 1.9% | 6% | -10%
CCN1C(=O)/C(=C\N2CCOCC2)SC1=S
  -13% | 0% | -11% | -9% | 0% | 4% | 1.0% | 15% | -1%
Cc1ccc(S(=O)(=O)Cn2nnnc2C(c2ccccc2)N2CCN(c3ccccc3)CC2)cc1 (stereo not given)
  0% | 0% | -22% | -7% | -1% | -11% | 0.6% | ? | 1%
CNC(=O)CC1C(=O)N(c2ccc(Cl)cc2)C(=S)N1CCc1ccc(OC)c(OC)c1 (stereo not given)
  12% | -28% | -3% | -12% | 0% | 3% | 1.7% | 6% | -4%
O=C(CSc1nnc(-c2ccc(F)cc2)o1)N1CCCC1
  -12% | ? | -5% | -16% | 1% | 6%[57.1 µM] | -1.0% | 14%[57.1 µM] | -4%
Cc1ccc(C)c(-c2csc(NC(=O)C3=COCCO3)n2)c1
  -15% | 0% | -18% | 7% | -3% | -1%[57.1 µM] | 0.2% | 2%[57.1 µM] | -7%
COc1ccc(NC(=O)C2CCCN(S(=O)(=O)c3cccnc3)C2)cc1OC (stereo not given)
  -6% | -13% | -13% | -14% | 0% | -1% | 1.2% | 12% | 1%
COc1ccccc1CC(NC(C)=O)C(=O)NC1CCN(C(=O)Nc2ccccc2F)CC1 (stereo not given)
  1% | -4% | -16% | -13% | 6% | 2% | 1.8% | 13% | -5%
COC(=O)c1ccc(NC(=O)Cc2coc3cc(C)ccc23)cc1
  -24% | -27% | -18% | -13% | 14% | -2% | 0.4% | 11% | 2%
COc1ccc(/C(N)=N/OC(=O)C2CCC(=O)N2S(=O)(=O)c2ccc(C)cc2)cc1OC (stereo not given)
  15% | 10% | 1% | -10% | 6% | -17% | -0.4% | -17% | 0%
Cc1ccc(-c2nnc(SCCOc3ccccc3)o2)cc1
  -6% | -16% | -24% | . | . | 0% | 11% | 26% | .
CCCCn1c(S(=O)(=O)O)nc2ccccc21
  -11% | 0% | 0% | 4% | -1% | 10%[57.1 µM] | 2.0% | 5%[57.1 µM] | 0%
Cc1cc(C)cc(-n2ccnc2SCC(=O)Nc2nccs2)c1
  -25% | ? | -2% | 7% | 3% | 5%[57.1 µM] | 1.3% | 7%[57.1 µM] | -9%
Cn1cc([N+](=O)[O-])c(C(=O)NCc2ccco2)n1
  9% | -4% | -16% | 2% | 7% | -2%[57.1 µM] | 0.2% | -4%[57.1 µM] | -1%
Cc1ccc(CSc2nnc(NC(=O)C3COc4ccccc4O3)s2)cc1 (stereo not given)
  9% | 0% | -17% | -10% | 17% | 6% | -0.6% | 43% | 0%
Cn1c(=O)c2c(C(=O)O)cc(-c3ccccc3)nc2n(Cc2ccccc2)c1=O
  -9% | ? | -25% | 6% | 1% | 10%[57.1 µM] | -0.3% | 15%[57.1 µM] | 0%
Cc1ccc2[nH]c(=O)c3cc(C(=O)N(C)c4ccccc4C)sc3c2c1
  17% | -1% | -22% | -9% | -4% | 2% | ? | 13% | -1%
O=C(CCN1CCOCC1)NNC(=S)NC(=O)c1ccc(Br)cc1
  -29% | ? | 1% | 7% | -3% | -1%[57.1 µM] | -4.2% | -2%[57.1 µM] | 0%
CCCOC(=O)c1c(NC(=O)/C=C/c2cnn(C)c2C)sc(C(=O)OCC)c1C
  7% | -3% | -16% | 2% | 2% | 80%[activator] | 0.8% | 27% | 1%
O=C(C1CCC(CNS(=O)(=O)c2cccs2)CC1)N1CCN(c2ccc(F)cc2)CC1 (stereo not given)
  2% | 12% | -9% | 2% | -5% | -1% | -3.1% | 14% | 1%
Cc1ccc(CNC(=O)c2ccc3c(c2)CCN3S(=O)(=O)c2ccccc2)cc1
  -9% | -5% | ? | -1% | -5% | 2% | -1.5% | 25% | -4%
CCC1=Nc2cc(C(=O)NCc3cccnc3)ccc2Sc2ccc(C)cc21
  14% | 13% | -7% | -7% | 7% | -1% | 0.2% | 18% | ?
COC(=O)C1CN(C(=O)c2cccc(OC(F)F)c2)c2ccccc2O1 (stereo not given)
  5% | 0% | -5% | -6% | 2% | 2%[57.1 µM] | 0.6% | 13%[57.1 µM] | -1%
CCOC(=O)Cc1c(C)nc2cc(C)nn2c1C
  -8% | 0% | 5% | . | -3% | -6% | -0.5% | 3% | 5%
O=C(NCc1ccco1)C12CN(Cc3ccccc3)CC1C(c1cccc([N+](=O)[O-])c1)=NO2 (stereo not given)
  8% | 6% | ? | 0% | 2% | -2% | 4.0% | -5% | -8%
CCOC(=O)N/N=C(\C)c1ccc(OC(F)F)cc1OC(F)F
  20% | 0% | -6% | -7% | 14% | -2% | 1.0% | 12% | -6%

Given bar-delimited: 5 of the compounds above
SMILES | RGS4 inhibitor | 12-LOX inh | USP1 inh | Vif-A3F inh | mIDH1 inhibitor | TrxR1 substrate | RXFP1 ag | rTrxR1 inhibitor | Vif-A3G inh
CCOC(=O)Cc1c(C)nc2cc(C)nn2c1C | -8% | 0% | 5% | . | -3% | -6% | -0.5% | 3% | 5%
CCCCn1c(S(=O)(=O)O)nc2ccccc21 | -11% | 0% | 0% | 4% | -1% | 10%[57.1 µM] | 2.0% | 5%[57.1 µM] | 0%
Cc1ccc(C)c(-c2csc(NC(=O)C3=COCCO3)n2)c1 | -15% | 0% | -18% | 7% | -3% | -1%[57.1 µM] | 0.2% | 2%[57.1 µM] | -7%
CNC(=O)CC1C(=O)N(c2ccc(Cl)cc2)C(=S)N1CCc1ccc(OC)c(OC)c1 (stereo not given) | 12% | -28% | -3% | -12% | 0% | 3% | 1.7% | 6% | -4%
CCCOC(=O)c1c(NC(=O)/C=C/c2cnn(C)c2C)sc(C(=O)OCC)c1C | 7% | -3% | -16% | 2% | 2% | 80%[activator] | 0.8% | 27% | 1%

Next part.
The line under a structure holds: RGS4 inhibitor | 12-LOX inh | USP1 inh | Vif-A3F inh | mIDH1 inhibitor | TrxR1 substrate | RXFP1 ag | rTrxR1 inhibitor | Vif-A3G inh
O=C(Nc1ccc(S(=O)(=O)N2CCOCC2)cc1)c1c(F)cccc1F
  -10% | ? | -19% | -2% | 1% | 10% | 0.7% | 26% | -2%
CCOc1ccccc1NC(=O)CNC(=O)Cc1ccccc1
  -22% | -5% | -7% | 3% | 3% | 5%[57.1 µM] | 2.5% | 16% | -6%
O=C(COc1cccc(NC(=O)c2ccccc2)c1)c1ccc(F)cc1
  15% | -23% | -15% | 3% | -2% | 7%[57.1 µM] | 1.3% | 12%[57.1 µM] | 0%
CCOc1ccc2c(c1)c(=O)c(C(=O)c1ccc(CC)cc1)cn2CC(=O)Nc1ccccc1OC
  17% | -25% | -9% | -3% | -1% | -9% | -1.4% | 2% | 0%
O=C(Cc1ccccc1)c1c[nH]c(C(=O)C(Cl)(Cl)Cl)c1
  25% | -6% | -2% | 0% | 0% | 6%[57.1 µM] | 5.4% | -6%[57.1 µM] | 1%
COc1ccc(S(=O)(=O)N2CCCC(C(=O)NCc3ccncc3)C2)cc1Cl (stereo not given)
  6% | -2% | -3% | -9% | 0% | 7% | 0.6% | 11% | 2%
N#Cc1c2n(c(=S)n(-c3ccccc3[N+](=O)[O-])c1=O)CCCCC2
  -1% | -7% | -3% | 2% | 21% | 6%[57.1 µM] | -0.5% | 16%[57.1 µM] | -2%
O=C(O)CCCC(=O)Nc1ccccc1C(=O)O
  -1% | -12% | -15% | -3% | 3% | 19% | 1.8% | 22% | 4%
O=C(N/N=C/c1ccc(Br)s1)Nc1ccccc1
  5% | 2% | -10% | 0% | -11% | -2% | -1.2% | 28% | 1%
O=C(NCCC1=CCCCC1)c1ccc(CN2CCOCC2)cc1
  14% | 20% | 2% | -7% | 7% | -15% | 0.0% | -16% | 7%
